Artemis inh – blocks endonuclease activity of human Artemis; Q96SD1; recombinant Artemis, quenched FAM hairpin cleavage fluorescence; inhibition, % at 10 µM; 0.78% of 30,000 active;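 active = at 10 µM dose, at least 30% inhibition, measured as corrected fluorescence normalized to stimulator and neutral control wells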
Target sequence (Q96SD1 whole entry, looked up): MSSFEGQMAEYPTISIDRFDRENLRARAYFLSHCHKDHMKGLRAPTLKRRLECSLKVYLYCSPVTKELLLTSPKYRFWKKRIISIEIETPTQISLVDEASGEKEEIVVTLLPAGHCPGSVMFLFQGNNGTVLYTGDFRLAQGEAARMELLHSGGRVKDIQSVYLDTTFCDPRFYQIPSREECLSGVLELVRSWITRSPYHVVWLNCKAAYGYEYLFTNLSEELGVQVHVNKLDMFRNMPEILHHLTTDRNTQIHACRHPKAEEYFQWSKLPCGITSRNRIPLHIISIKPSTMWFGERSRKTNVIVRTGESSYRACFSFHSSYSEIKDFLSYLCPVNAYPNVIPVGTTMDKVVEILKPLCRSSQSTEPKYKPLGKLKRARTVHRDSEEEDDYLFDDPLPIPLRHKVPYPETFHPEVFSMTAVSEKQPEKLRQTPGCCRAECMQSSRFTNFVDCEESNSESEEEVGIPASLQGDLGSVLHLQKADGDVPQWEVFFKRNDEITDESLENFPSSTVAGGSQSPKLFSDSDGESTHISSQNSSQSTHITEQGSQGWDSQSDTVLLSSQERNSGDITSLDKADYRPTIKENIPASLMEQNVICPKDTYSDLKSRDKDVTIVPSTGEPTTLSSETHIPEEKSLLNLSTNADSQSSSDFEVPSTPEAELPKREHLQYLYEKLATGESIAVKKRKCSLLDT
Active calls of the source: *. These rows are one share of the data; count on the stated rates, not on these rows.

The opening 17 compounds as a preview:
compound	Artemis inh
CCn1c(SCC(=O)N2CCOCC2)nc2sc3c(c2c1=O)CCCC3	0
CNC(=O)c1ccc(Nc2nnc(C)c3ccccc23)cc1	15
c1ccc(CCSc2nccn2-c2ccccc2)cc1	0
Cc1cc(C(=O)OCC(=O)NCc2ccco2)c(C)n1-c1ccc(F)cc1	-22
CNc1ccccc1-n1ccc(-c2ccccc2)n1	0
c1ccc2c(N3CCCCC3)nc(N3CCCCC3)nc2c1	3
Cc1nn(Cc2ccccc2)c(Cl)c1C(=O)OCc1nnc(-c2ccc(Cl)cc2)o1	11
COc1ccc2c(Cl)c(C(=O)N/N=C/c3ccc4c(c3)OCO4)sc2c1	30
COCCN(Cc1cc2ccc(C)cc2n2nnnc12)Cc1nnnn1C(C)(C)C	-7
CCc1nc2ccccc2n1CC(=O)N(C(C)CC)C1CCS(=O)(=O)C1 (configuration not stated)	4
CSc1cccc(NC(=O)COc2ccccc2)c1	-3
COc1ccc(-c2nc3ccccc3c(C(=O)Nc3ccc(S(=O)(=O)Nc4cc(C)on4)cc3)c2C)cc1	13
COc1ccc(Br)cc1C1Nc2ccccc2C(=O)N1NC(=O)c1ccncc1 (configuration not stated)	-2
CCCOc1ccc(N2C(=O)CC(N3CCCC(C(=O)N4CCCC4)C3)C2=O)cc1 (configuration not stated)	4
COc1ccccc1NC(=O)c1cc(Sc2nncn2C)nc2ccccc12	-3
Cc1noc(C)c1CSc1nc2ccccc2nc1NS(=O)(=O)c1ccc(Cl)cc1	33*
c1ccc2c(NCC3CCCO3)nc(-c3ccncc3)nc2c1 (configuration not stated)	4

Results, from the first entry:
compound	Artemis inh
CCn1c(SCC(=O)N2CCOCC2)nc2sc3c(c2c1=O)CCCC3	0
CNC(=O)c1ccc(Nc2nnc(C)c3ccccc23)cc1	15
c1ccc(CCSc2nccn2-c2ccccc2)cc1	0
Cc1cc(C(=O)OCC(=O)NCc2ccco2)c(C)n1-c1ccc(F)cc1	-22
CNc1ccccc1-n1ccc(-c2ccccc2)n1	0
c1ccc2c(N3CCCCC3)nc(N3CCCCC3)nc2c1	3
Cc1nn(Cc2ccccc2)c(Cl)c1C(=O)OCc1nnc(-c2ccc(Cl)cc2)o1	11
COc1ccc2c(Cl)c(C(=O)N/N=C/c3ccc4c(c3)OCO4)sc2c1	30

The list goes on.
compound	Artemis inh
COCCN(Cc1cc2ccc(C)cc2n2nnnc12)Cc1nnnn1C(C)(C)C	-7
CCc1nc2ccccc2n1CC(=O)N(C(C)CC)C1CCS(=O)(=O)C1 (configuration not stated)	4
CSc1cccc(NC(=O)COc2ccccc2)c1	-3
COc1ccc(-c2nc3ccccc3c(C(=O)Nc3ccc(S(=O)(=O)Nc4cc(C)on4)cc3)c2C)cc1	13
COc1ccc(Br)cc1C1Nc2ccccc2C(=O)N1NC(=O)c1ccncc1 (configuration not stated)	-2
CCCOc1ccc(N2C(=O)CC(N3CCCC(C(=O)N4CCCC4)C3)C2=O)cc1 (configuration not stated)	4
COc1ccccc1NC(=O)c1cc(Sc2nncn2C)nc2ccccc12	-3
Cc1noc(C)c1CSc1nc2ccccc2nc1NS(=O)(=O)c1ccc(Cl)cc1	33*

Going on with the list:
compound	Artemis inh
c1ccc2c(NCC3CCCO3)nc(-c3ccncc3)nc2c1 (configuration not stated)	4
O=C(NC1CCN(Cc2ccccc2)CC1)C1CCCN(S(=O)(=O)c2cccc3nonc23)C1 (configuration not stated)	0
Cc1cc(NC(=O)c2ccco2)ncc1NC(=O)CCc1ccccc1	0
O=C(COC(=O)C1CC(=O)N(c2ccc3c(c2)OCCO3)C1)NC1CCCc2ccccc21 (configuration not stated)	0
COc1ccccc1-c1noc(CCC(=O)Nc2cccc(C)c2)n1	-9
CC(=O)Nc1coc2ccc(Br)cc12	9
CCn1c(=O)c(C(=O)NCc2ccc(OC)cc2)c(O)c2ccccc21	16
Cc1sc2nc(CN(C(=O)c3cccs3)C3CCCC3)[nH]c(=O)c2c1C	13

Further structures:
compound	Artemis inh
CCOC(=O)N1CCN(C(=O)CSCc2ccccc2C)CC1	-5
O=C(CSc1nnc(CSc2nc3ccccc3s2)o1)NC1CCCCC1	7
O=C(CN(Cc1ccc(F)cc1)C(=O)CCC(=O)Nc1ccccn1)NCc1ccco1	-5
O=C(O)c1cc(S(=O)(=O)N2CCOCC2)ccc1N1CCOCC1	12
Cc1cc(Nc2ccccc2)n(CCOC(=O)COc2ccccc2)n1	4
COc1cccc(NC(=O)CC2COc3ccccc3O2)c1 (configuration not stated)	-1
CCCCc1nc(NCCN)c(C#N)c2c1CSC(C)(C)C2	-2
O=C1c2ccccc2C(=O)N1CSc1nnc2c3ccccc3n(CCc3ccccc3)c2n1	7

Carrying on.
compound	Artemis inh
CS(=O)(=O)N(CC(O)Cn1c2ccccc2c2ccccc21)c1ccccc1 (configuration not stated)	5
C=CCn1c(-c2csc(-c3ccc(Cl)cc3)n2)n[nH]c1=S	7
Cc1cc(C)cc(NC(=O)c2ccc(CSc3nnc(C)s3)cc2)c1	-4
CC(C)(CS(=O)(=O)[O-])NC(=O)CC[N+](C)(C)CCO	29
CC(=O)/C=C/c1ccc2ccccc2n1	3
Cc1cc(C)c(OCC(=O)N/N=C/c2ccco2)c(C)c1	-2
c1cc2c(c(NCc3ccncc3)c1)CCCC2	-1
COC(=O)c1cc2n(n1)CCN(Cc1ccc(OC)cc1)C2=O	-6

Following part
compound	Artemis inh
O=C(CCN1C(=O)C2(OCCO2)c2ccccc21)c1ccccc1	12
Cc1ccc(C(=O)NNC(=O)C2CCN(Cc3ccccc3)CC2)cc1	-1
CC1(C)CC(N2CN(C3CCCCC3)CC2=O)CC(C)(C)N1	-6
Cc1ccc(C2C(C=Nc3c(C)n(C)n(-c4ccccc4)c3=O)=C(c3ccccc3)Oc3ccccc32)cc1 (configuration not stated)	5
OC(CNc1ccccc1)COc1ccc(OCC(O)CNc2ccccc2)cc1 (configuration not stated)	-3
CC1=C(C(N)=O)C(c2cccc(OCc3ccccc3)c2)n2nnnc2N1 (configuration not stated)	-1
CCOc1ccc(CCNC(=O)CCc2nc(-c3ccc(OC)cc3)no2)cc1OCC	-15
O=C(CCN1C(=O)C2C3C=CC(C3)C2C1=O)N1CCN(c2ccccc2Cl)CC1 (configuration not stated)	-12

(next part)
compound	Artemis inh
CCOc1ccc2c(=O)c(Oc3ccccc3)c(C)oc2c1	4
Cc1ccccc1C(=O)NC(C)c1ccc2c(c1)CCCC2 (configuration not stated)	-1
Nc1cc(OC(=O)c2cccs2)nn1S(=O)(=O)c1ccc(F)cc1	0
CC(=O)CC(=O)Nc1ccn(-c2ccccc2)n1	-9
O=C(CN1CCCCC1)N1c2ccccc2Sc2ccc(C(F)(F)F)cc21	-1
O=C(CCNC(=O)Cn1ccc2ccccc2c1=O)NCCCN1CCN(c2ccccc2F)CC1	10
O=C(CCCC(=O)OCC1CCCO1)OCC1CCCO1 (configuration not stated)	-2
c1ccc(Cn2nnnc2CN2CCN(Cc3ccc4c(c3)OCO4)CC2)cc1	-3

Next structures.
compound	Artemis inh
O=C(CN1CCOCC1)Nc1ncc(Br)cc1Br	-6
COc1ccc(C(=O)n2nc(-c3ccc(C)cc3)nc2N)cc1OC	-1
C=CCN1C(=O)C2(NNc3ccccc3O2)c2ccccc21 (configuration not stated)	-3
COc1ccc(OCC(=O)OCC(=O)NCc2ccco2)cc1	3
Cc1cc(C)c2c(c1)-c1c(ssc1=S)C(C)(C)N2C(=O)CSc1nncn1C	0
COC(=O)Cc1c(C)c2ccc(OCC(=O)N3CCOCC3)cc2oc1=O	-10
Cc1cccc(NC(=O)Cn2cc(C(=O)c3ccco3)c3ccccc32)c1	5
CCCCn1nnc(NC(=O)c2sc3cc(Cl)ccc3c2Cl)n1	6

More results
compound	Artemis inh
OC(CN1CCN(c2ccccn2)CC1)Cn1c2ccc(Cl)cc2c2cc(Cl)ccc21 (configuration not stated)	6
CCCCOCCCNC1=NCCCCC1	-6
CCCn1c2ccccc2c2nnc(SCC(=O)OCC)nc21	-9
CSc1ccc(-c2nnn(Cc3ccccn3)n2)cc1	-2
CCn1c(-c2ccccc2)c(C(=O)O)c2ccccc21	1
Cn1cccc1CC(=O)N/N=C/c1cccc2ccccc12	5
COc1ccc(OC)c(S(=O)(=O)N(C)CC(=O)Nc2cc(Cl)ccc2OC)c1	-1
O=C(c1ccccc1-c1ccccc1)N1CCCC1	-11

Further records:
compound	Artemis inh
O=C(NCCC(=O)N1CCN(c2ncccn2)CC1)c1ccccc1Cl	-6
Cc1cc(-n2nc(C)cc2C)nc(NS(=O)(=O)c2ccccc2)n1	-8
O=c1cc2c(nn1Cc1c(Cl)cccc1Cl)-c1ccccc1CC2	11
COC(=O)C(CC(=O)c1ccc(Cl)cc1)c1ccc(C)cc1 (configuration not stated)	5
CCC(=O)Nc1nnc(CSCc2ccccc2)s1	0
O=C1CC(C(=O)Nc2ccccc2)C2(CCCCC2)O1 (configuration not stated)	-9
c1ccc(C2(c3ccccc3)OCC(Cn3cncn3)O2)cc1 (configuration not stated)	-5
O=C(c1cnn2c(C(F)F)cc(C3CC3)nc12)N1CCc2ccccc2C1	-1

Additional entries follow.
compound	Artemis inh
CC(C)N1CC(C(=O)Nc2ccccc2)CC1=O (configuration not stated)	4
Cc1ccc(C2=N/C(=C\c3cccs3)C(=O)N2Nc2ccccc2)cc1	10
CCCCn1c(SCc2nc(N)nc(Nc3ccccc3C)n2)nc2ccccc2c1=O	21
CCC(C)(C)NC(=O)C(c1ccccc1F)N(Cc1ccco1)C(=O)Cn1nnc2ccccc21 (configuration not stated)	-2
C=CCSc1nc(N)c(C(=O)Nc2ccccc2OC)cc1C(=O)Nc1ccccc1	5
Cc1ccc(S(=O)(=O)/N=C/c2ccco2)cc1	-7
Cc1cc(C)n(-c2nc(NCc3cccnc3)c3c4c(sc3n2)COC(C)(C)C4)n1	21
Cc1c(N2C(=O)c3ccccc3C2=O)c(=O)n(-c2ccccc2)n1C	0

More records
compound	Artemis inh
Cc1ccc(C)c(/C(O)=C2/C(=O)C(=O)N(CCN3CCOCC3)C2c2ccco2)c1 (configuration not stated)	11
C/C(CC1(O)C(=O)N(Cc2ccccc2)c2ccccc21)=N\O (configuration not stated)	-4
O=c1n(Cc2ccccc2)c2cc(Cl)cnc2n1Cc1ccccc1	7
Cc1cc2oc(=O)cc(CSc3nc(N)cc(N)n3)c2cc1C	4
O=C(CCc1ccccc1)Nc1ccc(N2CCOCC2)c(Cl)c1	3
Cc1c(C(=O)NC(=S)Nc2ccc(NC(=O)c3cccs3)cc2)cccc1[N+](=O)[O-]	6
COc1ccc(C(=O)N2CCN(C3CCN(Cc4ccccc4)CC3)CC2)cc1OC	-1
CCCOc1ccc(C(C)=O)cc1CC(C(N)=O)C(N)=O	0

Part of the list above, as labelled records.
> Cc1ccc(C)c(/C(O)=C2/C(=O)C(=O)N(CCN3CCOCC3)C2c2ccco2)c1 (configuration not stated)
  Artemis inh: 11
> C/C(CC1(O)C(=O)N(Cc2ccccc2)c2ccccc21)=N\O (configuration not stated)
  Artemis inh: -4

Going on with the list.
compound	Artemis inh
CC1=NN(c2ccc(C)c(C)c2)C(=O)C1C(c1cccc(O)c1)C1C(=O)N(c2ccc(C)c(C)c2)N=C1C (configuration not stated)	24
COc1cc2c(=O)n(-c3ccc(C)cc3)c(=O)n(CC(=O)c3ccc4c(c3)OCO4)c2cc1OC	-2
O=C(CSc1ccc2c(c1)OCCO2)NCc1ccco1	1
COc1ccccc1NS(=O)(=O)N(C)C	5
CCOC(=O)c1c(C)[nH]c(C(=O)OCC(=O)N2CCc3ccccc32)c1C	6
O=S(=O)(Nc1nnc(-c2ccccc2)s1)c1ccc(Cl)cc1	18
CSc1nc(-c2ccccc2)nn1C(=O)c1ccc(C)cc1	10
Cc1c(Cc2ccccc2)c(=O)oc2c(C)c(OCc3nn[nH]n3)ccc12	15

Carrying on.
compound	Artemis inh
COc1ccc(CCC(=O)Nc2nc3ccccc3[nH]2)cc1	-6
CC(=O)Nc1ccc(NC(=S)Nc2ccccc2)cc1	0
CC1(C)Oc2ccc(C(=O)N3CCc4ccccc43)cc2N(CC(=O)N2CCCC2)C1=O	-3
C(=N\n1cnnc1)/c1ccc(N2CCOCC2)s1	-12
O=C(CN1C(=O)c2ccccc2C1=O)N1CCN(c2ccccc2)CC1	7
CC1(C)SC2c3ccccc3C(=O)N2[C@@H]1C(=O)NCCCN1CCOCC1 (some centres not stated)	-1
Cc1ccc(NC(=S)NCCc2c[nH]c3ccccc23)cc1	4
CC1CCN(CC(=O)c2c[nH]c3ccccc23)CC1	-3

Remaining list, next part
compound	Artemis inh
O=C(CN1CCCC1)N1c2ccccc2Sc2ccccc21	0
CCCc1cc(=O)oc2cc(C)cc(OCc3nn[nH]n3)c12	-6
Cc1ccc(OCCC(=O)Nc2c(C)n(C)n(-c3ccccc3)c2=O)cc1	7
O=C(Nc1ccccc1)C12CC3CC(C1)CC(n1cnc([N+](=O)[O-])n1)(C3)C2	-2
Cc1cc(Nc2nc3ccccc3[nH]c2=O)n(-c2ccccc2)n1	4
CCN(CC)c1ccc(C2C3CCCCC3(O)CCN2CC(=O)N2CCCCC2)cc1 (configuration not stated)	-1
CCc1cc(C)c(O)c(CC)n1	-11
COC(=O)c1[nH]c2cc(C)ccc2c1NC(=O)CN1CCN(c2ccccc2OC)CC1	-1

Other results
compound	Artemis inh
CS(=O)(=O)N(CC(=O)Nc1ccccc1C(=O)N1CCOCC1)c1ccccc1	-2
COc1ccc(NS(=O)(=O)c2cccc(-c3nnc(-c4ccccc4)o3)c2)cc1	6
CCCCCCC1CC(CSC(=N)N)OC1=O (configuration not stated)	-4
COC(=O)/C=c1/s/c(=C(/C#N)C(=O)N2CCOCC2)n(-c2ccccc2)c1=O	8
O=C(CN(Cc1ccc2c(c1)OCO2)C(=O)CNS(=O)(=O)c1ccccc1)NCC1CCCO1 (configuration not stated)	-2
COc1cccc(-c2nnn(CC(C)=O)n2)c1	-2
COC(=O)C(C)N(C#N)c1nc(NC(C)C)nc(SC)n1 (configuration not stated)	-4
c1ccc(-n2nnnc2SCc2cccc(CSc3nnnn3-c3ccccc3)n2)cc1	16
CCN(CC)C(=O)C1CCCN(c2ncnc3c2cnn3-c2cccc(C)c2)C1 (configuration not stated)	-1
COc1cccc(/C=N\NC(=O)c2cc(OCC(F)(F)F)ccc2OCC(F)(F)F)c1	-7

Screens as filed in PubChem.
